Screens deposited in PubChem BioAssay by several laboratories.
V1R ag counter = V1a receptor agonism, counter-screen for OXTR agonists; P37288; CHO-V1R cells, Fluo-8 calcium fluorescence, agonist mode; 0% DMSO, 100% 3 nM vasopressin; activation, % at 3 µM; actives 0.25% (n = 320,000); AID 2797;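 active means activation above the mean activation of all tested compounds plus 3 SD, per screening run, cut at about 20% in these data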;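 further: signal is peak over basal fluorescence ratio across a 100 second FLIPR read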
Target sequence (P37288 whole entry, looked up): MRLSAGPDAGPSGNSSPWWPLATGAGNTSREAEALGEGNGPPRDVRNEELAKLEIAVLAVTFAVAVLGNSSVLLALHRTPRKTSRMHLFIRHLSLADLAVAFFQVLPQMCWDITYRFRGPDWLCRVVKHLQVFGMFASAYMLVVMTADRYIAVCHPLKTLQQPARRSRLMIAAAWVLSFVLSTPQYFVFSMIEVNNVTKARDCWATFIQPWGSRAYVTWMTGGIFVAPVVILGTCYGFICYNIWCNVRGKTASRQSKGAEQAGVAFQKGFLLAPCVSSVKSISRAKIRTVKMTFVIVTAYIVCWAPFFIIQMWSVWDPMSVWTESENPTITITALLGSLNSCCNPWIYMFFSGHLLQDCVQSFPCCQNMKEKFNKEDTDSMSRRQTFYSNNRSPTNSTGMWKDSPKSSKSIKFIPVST
MEKK2mut PB1 HTS = signal of MEK5 binding to mutant human MEKK2 PB1 domain; bead flow cytometry, Alexa488-MEK5 binding to MEKK2 mutant; percent response, % at 10 µM; actives 0.35% (n = 290,000); AID 1530; in the data active means percent response above about 24%, passing the limit was not always enough; further: inactives centre near 1; some results filed as inactive read as strong as hits; reference of the scale not given here
MEKK2 WT-MEK5 = raises or lowers MEK5 binding to wildtype human MEKK2 PB1 domain; bead flow cytometry, Alexa488-MEK5 binding to MEKK2 WT; actives lie on both sides; binding response (% of control), % at 10 µM; actives 1.1% (n = 290,000); AID 1531; in the data active means binding response below about 67% or above about 130%
GalR3 antagonist = human GalR3 antagonism; O60755; inhibition, % at 3 µM; HEK293 GalR3-CNG cAMP membrane potential fluorescence; galR3 body fused to GalR1 C-terminus; actives 0.44% (n = 360,000); AID 651719;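 active means inhibition above the screen-wide average plus 3 SD, cut at about 13% in these data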;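 further: forskolin and galanin both at EC90 stimulate the cells; cAMP rise reported by CNG channel membrane potential dye signal; 0% = forskolin plus galanin with DMSO and 100% = forskolin alone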
OXTR agonist = activates the human oxytocin receptor; P30559; CHO-OTR cells, Fluo-8 calcium fluorescence; normalized: DMSO 0%, oxytocin 100%; activation, % at 3 µM; actives 0.32% (n = 320,000); AID 2435;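 active means activation above the mean of all tested compounds plus 3 SD, cutoff set per screening run, cut at about 20% in these data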;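 further: peak over basal fluorescence ratio from a 100 s FLIPR kinetic read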
GPR7 antagonist = antagonists of human GPR7 (neuropeptides B/W receptor 1) | GPR7-expressing cells, fluorescence antagonist assay | inhibition, % at 4.4 µM | actives 1.1% (n = 290,000) | AID 1861; in the data active means inhibition above about 16%, passing the limit was not always enough;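 further: cells stimulated with the agonist NPW; 0% = agonist with vehicle and 100% = vehicle without agonist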
Target sequence (P48145 whole entry, looked up): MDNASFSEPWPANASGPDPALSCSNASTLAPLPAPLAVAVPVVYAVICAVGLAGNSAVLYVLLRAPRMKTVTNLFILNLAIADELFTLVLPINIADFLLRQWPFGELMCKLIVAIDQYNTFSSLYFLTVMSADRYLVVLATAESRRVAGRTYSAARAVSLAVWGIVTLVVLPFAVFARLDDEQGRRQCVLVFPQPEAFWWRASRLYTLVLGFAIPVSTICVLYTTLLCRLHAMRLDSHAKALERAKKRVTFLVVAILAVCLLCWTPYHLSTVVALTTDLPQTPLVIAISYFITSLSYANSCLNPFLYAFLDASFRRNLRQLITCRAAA
PHOSPHO1 inh = inhibitors of human PHOSPHO1 phosphatase; Q8TCT1; recombinant PHOSPHO1, absorbance phosphatase assay; inhibition, % at 13.3 µM; actives 1.1% (n = 290,000); AID 1565; in the data active means inhibition above about 60%
MEKK3 PB1 HTS = raises or lowers MEK5 binding to the human MEKK3 PB1 domain. actives 1.4% (n = 290,000). AID 1529. bead-based flow cytometry, Alexa488-MEK5 binding to MEKK3; actives lie on both sides; 0 = blocked by unlabeled MEK5, 100 = vehicle. binding response (% of control), % at 10 µM. Q99759;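 active means binding response more than 3 SD above or below the average of its plate-row segment, actives on both sides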;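 further: Alexa488 bead fluorescence after subtracting the streptavidin-only scavenger bead signal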
NALP1 yeast inh = blocks the NALP1 inflammasome reconstituted in yeast; actives 0.61% (n = 280,000); inhibition, % at 10 µM; AID 2071; S. cerevisiae NALP1/ASC/caspase-1 growth, X-gal OD620, 72 h; in the data active means inhibition mostly above about 24%, no sharp cut-off; inactive means mostly below about 32%; further: some compounds called inactive have numbers as strong as hits
* hit, by the source's call; . = no result given.

1	Cc1ccc2c(CN3CCN(Cc4ccccc4)CC3)cc(=O)oc2c1
2	CCC(C)N(CCNC(=O)CC1Oc2ccc(C)cc2NC1=O)C1CCCCC1 (configuration not stated)
3	CN(C)C(=S)Nc1cccc(-c2n[nH]c(=S)o2)c1
4	COC(=O)C1CCN(C(=O)c2cc(=O)[nH]c3ccccc23)CC1
5	Cc1ccc(-n2c(N)c(C(=O)Nc3c(C)n(C)n(-c4ccccc4)c3=O)c3nc4ccccc4nc32)cc1C
6	O=C(Nc1ccccc1)C(c1ccccc1)c1ccccc1
7	Cn1cc(CN2CCN(CCO)CC2)c(-c2ccc(Oc3ccccc3)cc2)n1
8	CCn1c(=O)cc(OCC(=O)Nc2cc(C)ccn2)c2ccccc21
9	C=CCN1C(=O)c2ccccc2Sc2ccc(C(=O)N3CCN(C)CC3)cc21
10	COc1ccc(CN(CCC(c2ccc(F)cc2)C2CCOC(C)(C)C2)C(=O)c2ccco2)cc1 (configuration not stated)

screen / no. | 1 | 2 | 3 | 4 | 5 | 6 | 7 | 8 | 9 | 10
V1R ag counter | -0.5 | -1.0 | -0.6 | 0.3 | 4.7 | -0.6 | 0.5 | 0.2 | 2.2 | -0.1
MEKK2mut PB1 HTS | 1.0 | 5.0 | -6.0 | -4.0 | -13.0 | -2.0 | 16.0 | -2.0 | . | -1.0
MEKK2 WT-MEK5 | 103.0 | 108.0 | 98.0 | 95.0 | 88.0 | 98.0 | 121.0 | 97.0 | . | 96.0
GalR3 antagonist | -9.3 | -0.1 | -2.7 | -1.0 | . | -11.9 | -2.0 | -7.5 | -4.2 | -3.7
OXTR agonist | -1.9 | -0.8 | 0.2 | 0.9 | 9.0 | -1.6 | 0.6 | -1.1 | 0.7 | -0.5
GPR7 antagonist | -6.2 | 0.0 | -20.5 | 5.2 | 20.0 | -3.8 | -14.5 | 2.9 | -2.7 | 20.2
PHOSPHO1 inh | 26.5 | 2.7 | 36.2 | 24.4 | -4.5 | . | 23.9 | -16.7 | 17.3 | 1.0
MEKK3 PB1 HTS | 104.0 | 99.0 | 99.0 | 101.0 | 97.0 | 102.0 | 92.0 | 99.0 | . | 121.0
NALP1 yeast inh | 20.9 | -7.4 | -7.0 | -5.0 | 35.1 | 12.6 | -1.0 | -59.3 | 9.4 | 20.2

11	CCOc1ccccc1CNCc1ccc(C(=O)O)cc1
12	Nc1nc(Sc2ccc(C(F)(F)F)cn2)n[nH]1
13	CC1CCN(C(=O)CSCC(=O)Nc2nc(-c3cccs3)cs2)CC1
14	CC(=O)/C(=N\Nc1ccccc1)Sc1nnc(-c2ccccc2)n1-c1ccccc1
15	Oc1ccc2ccccc2c1CNc1ccc(Br)cn1
16	O=C1CN(C(=O)c2cc3ccccc3oc2=O)C(c2ccccc2)c2cc(F)ccc2N1 (configuration not stated)
17	CC(C)(C)NC(=O)c1ccc2c(c1)C(=O)N(Cc1ccco1)C2=O
18	COC(=O)c1c(C)oc(C)c1S(=O)(=O)N(C)C1CCCCC1
19	C/C(=N/NS(=O)(=O)c1ccc(C)cc1)c1c(O)c2ccccc2oc1=O
20	CC(C)c1ccc(N(CC(=O)NC2CCCCC2)C(=O)CCC(=O)Nc2ccccn2)cc1

screen / no. | 11 | 12 | 13 | 14 | 15 | 16 | 17 | 18 | 19 | 20
V1R ag counter | 0.7 | -0.4 | 6.4 | 0.4 | 0.7 | 0.8 | 0.1 | -1.4 | -0.6 | -0.1
MEKK2mut PB1 HTS | -11.0 | -2.0 | 6.0 | -1.0 | -1.0 | -4.0 | 2.0 | -2.0 | -6.0 | -1.0
MEKK2 WT-MEK5 | 75.0 | 106.0 | 99.0 | 99.0 | 106.0 | 97.0 | 113.0 | 94.0 | 93.0 | 99.0
GalR3 antagonist | -6.4 | -3.9 | . | 4.2 | -8.6 | 5.2 | -4.7 | -3.9 | -4.7 | -7.7
OXTR agonist | 0.1 | -0.1 | 4.2 | 0.6 | -0.3 | 2.2 | -0.1 | -2.5 | -0.4 | -0.3
GPR7 antagonist | -7.2 | -9.9 | -3.3 | -4.2 | 5.1 | -9.5 | -12.0 | -13.7 | -8.2 | -2.7
PHOSPHO1 inh | 5.8 | 2.6 | 14.6 | 4.4 | 3.8 | -6.1 | 18.3 | 20.3 | 41.6 | 8.0
MEKK3 PB1 HTS | 86.0 | 111.0 | 99.0 | 107.0 | 104.0 | 103.0 | 108.0 | 98.0 | 97.0 | 104.0
NALP1 yeast inh | 5.9 | 37.2 | -75.0 | -2.9 | -13.3 | 17.0 | 15.6 | 7.0 | . | 9.0

11 compounds already listed, sorted by SMILES length, rising.
15	Oc1ccc2ccccc2c1CNc1ccc(Br)cn1
11	CCOc1ccccc1CNCc1ccc(C(=O)O)cc1
12	Nc1nc(Sc2ccc(C(F)(F)F)cn2)n[nH]1
8	CCn1c(=O)cc(OCC(=O)Nc2cc(C)ccn2)c2ccccc21
13	CC1CCN(C(=O)CSCC(=O)Nc2nc(-c3cccs3)cs2)CC1
17	CC(C)(C)NC(=O)c1ccc2c(c1)C(=O)N(Cc1ccco1)C2=O
7	Cn1cc(CN2CCN(CCO)CC2)c(-c2ccc(Oc3ccccc3)cc2)n1
9	C=CCN1C(=O)c2ccccc2Sc2ccc(C(=O)N3CCN(C)CC3)cc21
19	C/C(=N/NS(=O)(=O)c1ccc(C)cc1)c1c(O)c2ccccc2oc1=O
16	O=C1CN(C(=O)c2cc3ccccc3oc2=O)C(c2ccccc2)c2cc(F)ccc2N1 (configuration not stated)
20	CC(C)c1ccc(N(CC(=O)NC2CCCCC2)C(=O)CCC(=O)Nc2ccccn2)cc1

screen / no. | 15 | 11 | 12 | 8 | 13 | 17 | 7 | 9 | 19 | 16 | 20
V1R ag counter | 0.7 | 0.7 | -0.4 | 0.2 | 6.4 | 0.1 | 0.5 | 2.2 | -0.6 | 0.8 | -0.1
MEKK2mut PB1 HTS | -1.0 | -11.0 | -2.0 | -2.0 | 6.0 | 2.0 | 16.0 | . | -6.0 | -4.0 | -1.0
MEKK2 WT-MEK5 | 106.0 | 75.0 | 106.0 | 97.0 | 99.0 | 113.0 | 121.0 | . | 93.0 | 97.0 | 99.0
GalR3 antagonist | -8.6 | -6.4 | -3.9 | -7.5 | . | -4.7 | -2.0 | -4.2 | -4.7 | 5.2 | -7.7
OXTR agonist | -0.3 | 0.1 | -0.1 | -1.1 | 4.2 | -0.1 | 0.6 | 0.7 | -0.4 | 2.2 | -0.3
GPR7 antagonist | 5.1 | -7.2 | -9.9 | 2.9 | -3.3 | -12.0 | -14.5 | -2.7 | -8.2 | -9.5 | -2.7
PHOSPHO1 inh | 3.8 | 5.8 | 2.6 | -16.7 | 14.6 | 18.3 | 23.9 | 17.3 | 41.6 | -6.1 | 8.0
MEKK3 PB1 HTS | 104.0 | 86.0 | 111.0 | 99.0 | 99.0 | 108.0 | 92.0 | . | 97.0 | 103.0 | 104.0
NALP1 yeast inh | -13.3 | 5.9 | 37.2 | -59.3 | -75.0 | 15.6 | -1.0 | 9.4 | . | 17.0 | 9.0

(more compounds)
21	CC1CC(C)(C)NC(=S)N1CCC(=O)NCCc1ccc(Cl)cc1 (configuration not stated)
22	COc1nc(OC)nc(Oc2ccc(Cl)cc2[N+](=O)[O-])n1
23	CCOC(=O)CSc1nnc(CNC(=O)c2cc(OC)c(OC)c(OC)c2)n1C
24	Cc1ccsc1/C=N\NC(=O)c1cc(C(C)(C)C)[nH]n1
25	CCCCOC(=O)CCCN1C(=O)/C(=C2\SC(=S)N(CCCC(=O)OCCCC)C2=O)SC1=S
26	COc1ccc(C)cc1NC(=O)CCS(=O)(=O)c1ccc2c(c1)oc(=O)n2C
27	Cc1cc(C(=O)COC(=O)CNC(=O)c2ccc(Cl)c(Cl)c2)c(C)n1Cc1ccco1

screen / no. | 21 | 22 | 23 | 24 | 25 | 26 | 27
V1R ag counter | -1.4 | 0.1 | 0.1 | -0.1 | 0.7 | 0.2 | 3.7
MEKK2mut PB1 HTS | 1.0 | -4.0 | 3.0 | -13.0 | 0.0 | 0.0 | 11.0
MEKK2 WT-MEK5 | 99.0 | 92.0 | 101.0 | 80.0 | 77.0 | 101.0 | 101.0
GalR3 antagonist | -3.0 | -3.0 | . | -0.8 | 1.6 | -5.6 | -5.2
OXTR agonist | -1.3 | -1.2 | -0.4 | -0.5 | 1.4 | -0.1 | -1.0
GPR7 antagonist | -4.7 | 2.8 | 0.3 | -3.7 | -14.6 | -4.4 | -0.9
PHOSPHO1 inh | 8.4 | 11.7 | 11.1 | 46.4 | -9.8 | 16.9 | 4.1
MEKK3 PB1 HTS | 101.0 | 94.0 | 100.0 | 88.0 | 91.0 | 99.0 | 102.0
NALP1 yeast inh | -7.7 | 9.1 | -12.2 | 11.5 | . | 5.8 | .
